TRPC6 act = activates the mouse TRPC6 cation channel. HEK293-TRPC6 membrane potential dye fluorescence; active compounds read high. B-score at 10 µM. 0.13% of 310,000 active. AID 2550;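 active = B-score of the integrated fluorescence ratio above library mean plus 3 SD, and starting fluorescence ratio within library mean plus 5 SD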;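 note: higher score means more depolarization so channel activation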
TMEM16A inh = inhibitors of mouse TMEM16A calcium-activated chloride channel; HEK293 TMEM16A/YFP iodide influx fluorescence, ionomycin; normalized B-score (activity score, 25-100; higher = stronger inhibition) at 10 µM; 1.2% of 310,000 active;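 active = ratio plate-corrected score three or more library SD toward inhibition, starting fluorescence score within five deviations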;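 note: score derived from kinetic fluorescence span divided by baseline fluorescence per well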
MrgX1 antag = blocks BAM8-22 activation of human MrgX1 receptor; B-score at 10 µM; 1.3% of 310,000 active; MRGX1-HEK293 calcium flux, Fluo-4, BAM8-22 antagonism; active compounds read low; AID 588676;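 active = calcium-response B-score plate-corrected more than 3 library SD below zero, starting fluorescence within 5 deviations, no agonist response on first addition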;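 note: peak minus trough fluorescence over baseline after final BAM8-22 challenge near maximal dose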
Target sequence (Q96LB2 whole entry, looked up): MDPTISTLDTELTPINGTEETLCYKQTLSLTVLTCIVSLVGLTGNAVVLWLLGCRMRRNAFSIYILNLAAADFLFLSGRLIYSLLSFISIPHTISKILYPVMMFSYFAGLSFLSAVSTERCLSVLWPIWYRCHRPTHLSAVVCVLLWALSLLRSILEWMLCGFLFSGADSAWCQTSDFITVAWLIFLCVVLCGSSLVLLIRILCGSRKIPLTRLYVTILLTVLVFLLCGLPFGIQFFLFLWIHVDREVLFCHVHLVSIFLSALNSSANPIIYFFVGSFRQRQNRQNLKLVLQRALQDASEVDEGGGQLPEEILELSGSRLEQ
TRPC6 inhibitor = mouse TRPC6 channel inhibition | Q61143 | HEK293-TRPC6, membrane potential dye, ACh-evoked depolarization; active compounds read low | B-score at 10 µM | 1.1% of 310,000 active | AID 2553;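 active = B-score under library mean minus 3 SD, initial fluorescence not abnormally high, positive integrated signal ratio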;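 note: B-score derived from integrated fluorescence ratio over the kinetic read; more negative B-score means stronger inhibition of depolarization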
TRPC4 PAM = allosterically enhances the mouse TRPC4 cation channel; Q9QUQ5; HEK293 TRPC4beta/mu-opioid, DAMGO EC20, Fluo-4 Ca2+ flux; active compounds read high; B-score at 10 µM; 0.42% of 310,000 active;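 active = B-score of calcium response area above 5 SD of library B-scores, with initial fluorescence ratio within 5 SD of library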;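 note: B-score of integrated fluorescence ratio over time as area under calcium response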
MrgX1 ag = human MrgX1 receptor agonism, primary screen | Q96LB2 | MrgX1-HEK293 cells, Fluo-4 calcium fluorescence, agonist mode; active compounds read high | B-score at 10 µM | 0.44% of 310,000 active | AID 588627;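 active = calcium response B-score plate-corrected fluorescence ratio at least 3 library SD, with starting fluorescence B-score inside 5 SD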
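times = overnight plating, then 30 min 37 °C plus 30 min room-temperature dye loading | assay system = stable human MrgX1 HEK293 cell line | input = fifteen thousand cells per well | signal = kinetic calcium dye fluorescence, Fluo-4 NW | dosing = compound delivered in addition one of three | read-out = B-scored fluorescence response ratio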
ANO1 activ = activates or potentiates the mouse TMEM16A chloride channel | B-score at 10 µM | 0.3% of 340,000 active | HEK293 TMEM16A/YFP-H148Q/I152L, iodide quench fluorescence; active compounds read low | Q8BHY3;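 active = fluorescence-ratio B-score plate-corrected deviation score at least 3 library SD below zero, with starting fluorescence score within 5 deviations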;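 note: channel opened by trigger with iodide after compound preincubation; score built on the fluorescence ratio of max minus min over baseline; more negative score means more quench and so TMEM16A activation or potentiation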
TRPC4 act = activators of mouse TRPC4 channel | Q9QUQ5 | HEK293 TRPC4beta/mu-opioid, Fluo4 calcium fluorescence; active compounds read high | B-score at 10 µM | 0.49% of 310,000 active;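 active = B-score above 5 SD of library B-scores, and initial fluorescence ratio not above library mean plus 5 SD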;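 note: positive B-score marks a calcium rise read as TRPC4 activation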
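Technique: kinetic Fluo4 calcium fluorescence; Test system: TRPC4beta and mu-opioid receptor HEK293 stable cells; Measure: B-scored integrated calcium fluorescence ratio; Benchmarks: low control buffer alone, high control maximal DAMGO; Schedule: 45 min room-temperature Fluo4 loading, 110 s read.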
MrgX1 allo act = human MrgX1 positive allosteric modulation, primary screen; Q96LB2; MrgX1-HEK293, Fluo-4 calcium flux, FDSS; active compounds read high; B-score at 10 µM; 0.63% of 310,000 active;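 active = plate-corrected calcium response at least 3 library SD above typical, normal starting fluorescence, not activating the receptor alone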;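 note: compound read alongside a low EC10 to EC30 dose of BAM8-22 agonist; peak minus trough fluorescence over baseline measured at the second addition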
TRPC4 inh = blocks the mouse TRPC4 cation channel | Q9QUQ5 | HEK293 TRPC4beta/mu-opioid, DAMGO-evoked Fluo4 calcium flux; active compounds read low | B-score at 10 µM | 0.39% of 300,000 active;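 active = B-score over 3 SD under the library average, no early fluorescence shift, positive overall ratio signal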
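Assay system – HEK293 line stably carrying TRPC4beta and mu-opioid receptor · Doses – single dose · Detection – Fluo4 calcium-dye fluorescence, kinetic read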
RGS4 inh = human RGS4 inhibition | P49798 | HEK293 M3R/RGS4 inducible, Fluo-4 calcium flux; active compounds read high; triggered by carbachol at its EC20 | B-score at 10 µM | 0.45% of 310,000 active | AID 463165;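 active = B-score, a plate-corrected calcium signal, over three deviations above library mean, with baseline fluorescence within five deviations of library mean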;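 note: RGS4 expression induced by doxycycline in cells with stable M3 receptor; B-score is computed from the integrated fluorescence ratio over baseline after carbachol; higher B-score means a larger calcium signal and so more RGS4 inhibition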
Target sequence (P49798 whole entry, looked up): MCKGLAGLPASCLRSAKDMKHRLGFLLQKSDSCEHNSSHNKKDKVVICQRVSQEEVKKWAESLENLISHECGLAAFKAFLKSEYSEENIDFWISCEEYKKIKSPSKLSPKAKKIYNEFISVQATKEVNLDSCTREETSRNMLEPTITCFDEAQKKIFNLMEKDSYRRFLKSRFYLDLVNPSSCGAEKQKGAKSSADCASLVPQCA
Numbers without * were called inactive; i = inactive; . = no result given. Compounds were not picked by outcome (roughly 5.8% active in at least one column).

SMILES | TRPC4 inh | TRPC6 inhibitor | MrgX1 antag | RGS4 inh | TRPC6 act | TMEM16A inh | TRPC4 PAM | ANO1 activ | MrgX1 allo act | MrgX1 ag | TRPC4 act
CC(C)OCCCNC(=O)c1cc(-c2cccnc2)nc2ccccc12 | i | i | i | i | i | i | i | i | i | i | i
CCN(Cc1ccccc1)S(=O)(=O)c1cc(C(=O)NCCCN(C)C)ccc1OC | i | i | i | i | i | i | i | i | i | i | i
Cc1c(Cc2ccccc2)c(=O)n2c([nH]c3ccccc32)c1C#N | i | i | i | i | i | i | i | i | i | i | i
COc1ccc(/C=N/n2cncn2)cc1Cn1nc(C)c([N+](=O)[O-])c1C | i | i | i | i | i | i | i | i | i | i | i
O=C(CS(=O)CC(=O)Nc1ccc(Cl)cc1)NCC1OCCc2ccccc21 (configuration not stated) | i | i | . | i | i | . | i | i | . | . | i
Cc1cc(C(=O)Nc2nnc(-c3ccccc3)s2)no1 | i | i | i | i | i | i | i | i | i | i | i
c1ccc(-c2csc(Cc3nnc4n3CCCCC4)n2)cc1 | i | i | i | i | i | i | i | i | i | i | i
Cc1cccc(Oc2nc3ccccn3c(=O)c2/C=C(\C#N)C(=O)NC2CCS(=O)(=O)C2)c1C (configuration not stated) | i | i | i | i | i | i | i | i | i | i | i
COc1cc(CC(=O)Nc2cccc(SC)c2)cc(OC)c1OC | i | i | i | i | i | i | i | i | i | i | i
O=C(Nc1ccc(F)cc1)C(=O)c1cn(CC(=O)N2CCOCC2)c2ccccc12 | i | i | i | i | i | i | i | i | i | i | i
CSc1ccc(/C=C(/NC(=O)c2ccccc2)C(=O)N2CCN(C)CC2)cc1 | i | i | i | i | i | i | i | i | i | i | i
CCOC(=O)C1=C(COC(=O)C(CC)Oc2ccccc2)NC(=O)NC1C (configuration not stated) | i | i | i | i | i | i | i | i | i | i | i
CN1CCc2c(sc3c2c(=O)n(-c2ccccc2)c2nnc(SCc4ccccc4)n32)C1 | i | i | i | i | i | i | i | i | i | i | i
O=S(=O)(NCC(Nc1ccc(Cl)cc1)c1ccccc1)c1ccc(Cl)cc1 (configuration not stated) | i | i | i | i | i | i | i | i | i | i | i
COCC(C)NC(=O)NC1(C(F)(F)F)Oc2ccc(Cl)cc2O1 (configuration not stated) | i | i | i | i | i | i | i | i | i | i | i
CC(C)(C)n1cnc2cc(NC(=O)c3ccc(Cl)cc3)ccc21 | i | i | i | i | i | i | i | i | i | i | i
O=C(NCCc1ccc(Cl)cc1)C1CCCN(S(=O)(=O)c2cnc[nH]2)C1 (configuration not stated) | i | i | i | i | i | i | i | i | i | i | i
COc1ccccc1C1=NOC(C)(c2nnc(-c3cccc(Cl)c3)o2)C1 (configuration not stated) | i | i | i | i | i | i | i | i | i | i | i
COc1ccccc1-c1cn(-c2ccccc2)c(=S)[nH]1 | i | i | i | i | i | i | i | i | i | i | i
O=C(CN1C(=O)C2CC=CCC2C1=O)Nc1ccc(-c2nnc3n2CCCCC3)cc1 (configuration not stated) | i | i | i | i | i | i | i | i | i | i | i
CCOC(=O)CCC(=O)NNC(=O)COc1ccc(C(C)C)cc1Br | i | i | i | i | i | i | i | i | i | i | i
COc1cc(NC(=O)c2ccc(CNc3c(N4CCCC4)c(=O)c3=O)cc2)cc(OC)c1OC | i | i | i | i | i | i | i | i | i | i | i
COC(=O)CNC(=O)C1CCN(S(=O)(=O)c2cccc3nsnc23)CC1 | i | i | i | i | i | i | i | i | i | i | i
O=C(Nc1ccc(Cl)cc1)Nc1cc(S(=O)(=O)N2CCOCC2)ccc1N1CCCC1 | i | i | i | i | i | i | i | i | i | i | i
Cc1ccc(-c2nc(C)sc2CC(=O)Nc2nnc(C)s2)cc1 | i | i | i | i | i | i | i | i | i | i | i
CCOC(=O)c1c(C)oc(C)c(C(=O)OCC)c1=O | i | i | i | i | i | i | i | i | i | i | i
Cc1cc(C(=O)NCCCn2ccnc2)cs1 | i | i | i | i | i | i | i | i | i | i | i
COc1ccc(C(=O)COC(=O)CCCC(=O)NC2CCCCC2)cc1 | i | i | i | i | i | i | i | i | i | i | i
CCN(CC(=O)Nc1ccc2c(c1)OCCO2)C(=O)c1cccc(S(=O)(=O)N2CCOCC2)c1 | i | i | i | i | i | i | i | i | i | i | i
O=C(Nc1ccccc1Cl)O/N=C/c1ccncc1 | i | i | i | i | i | i | i | i | i | i | i
Cc1cccn2c(=O)c(C=O)c(Cl)nc12 | i | i | i | i | i | i | i | i | i | i | i
COc1cccc(N2CCN(c3ccc([N+](=O)[O-])cn3)CC2)c1 | i | i | i | i | i | i | i | i | i | i | i
COc1ccc(-n2ccnc2CN2CCCC(CO)(Cc3cccc(OC)c3)C2)cc1 (configuration not stated) | i | i | i | i | i | i | i | i | i | i | i
Cc1cc(/C=N/NC(=O)C(O)(c2ccccc2)c2ccccc2)c(C)n1-c1ccc(C(=O)O)cc1 | i | i | i | i | i | i | i | i | i | i | i
O=C(CSc1nnc2ccccn12)NCc1ccco1 | i | i | i | i | i | i | i | i | i | i | i
O=C(NCCc1ccc(F)cc1)c1cc(-c2ccncc2)nc2ccccc12 | i | i | . | i | i | . | i | . | . | . | i
Cc1ccn2c(C(=O)CSc3ccc(Cl)cc3Cl)c(C)nc2c1 | i | i | i | i | i | i | i | i | i | i | i
COc1cc(C(=O)O/N=C2/C=C(C)C(=O)C=C2C)cc(OC)c1OC | i | i | i | i | i | i | i | i | i | i | i
Cc1nc(CSc2ccccc2)cc(=O)[nH]1 | i | i | i | i | i | i | i | i | i | i | i
O=C(/C=C/Nc1ccc(Br)cc1F)c1ccco1 | i | i | i | i | i | i | i | i | i | i | i
Clc1ccc(N=c2ssnc2Cl)cc1 | i | i | i | i | i | 100* | i | i | i | i | i
Cc1ccc(C)c(NS(=O)(=O)c2ccc3oc(=O)ccc3c2)c1 | i | i | i | i | i | i | i | i | i | i | i
O=C(Nc1ccc(-c2nc3ccccc3o2)cc1)c1ccc(N2CCOCC2)c([N+](=O)[O-])c1 | i | i | -6.5* | i | i | 25* | i | i | i | i | i
O=C(Nc1ccc(Cl)cc1)Nc1ccccc1CC[N+](=O)[O-] | i | i | i | i | i | i | i | i | i | i | i
CCNC(=O)N1CCOCC1 | i | i | i | i | i | i | i | i | i | i | i
COc1cccc(-c2nc(CS(=O)(=O)CC(=O)N3CCOCC3)c(C)o2)c1 | i | i | i | i | i | i | i | i | i | i | i
CCCN(CC(=O)Nc1ccccc1C)C(=O)c1ccc(N2CCCC2)c([N+](=O)[O-])c1 | i | i | i | i | i | i | i | i | i | i | i
COc1cccc(-n2c(SCC(=O)N3CCCCC3)nc3c([nH]c4ccccc43)c2=O)c1 | i | i | i | i | i | i | i | i | i | i | i
c1ccc(CN2c3ccccc3-c3nc4ccccc4n3C2c2ccccn2)cc1 (configuration not stated) | i | i | i | i | i | i | i | i | i | i | i
COc1ccc(C(=O)N2CCN(C)C(C)C2)cc1OC1CCN(C(C)=O)CC1 (configuration not stated) | i | i | i | i | i | i | i | i | i | i | i
Cc1ccccc1C(=O)c1cn[nH]c1-c1ccccc1O | i | i | i | i | i | i | i | . | i | i | i
COc1ccc(NC(=O)CCNC(=O)Cn2cnc3sc4c(c3c2=O)CCCC4)c(OC)c1 | i | i | i | i | i | i | i | i | i | i | i
CCOc1ccc2[nH]c3c(NCCN(C)C)ncnc3c2c1 | i | i | i | i | i | i | i | i | i | i | i
OC(COCc1ccc2c(c1)OCO2)CN1CCN(Cc2ccccc2)CC1 (configuration not stated) | i | i | i | i | i | i | i | i | i | i | i
COc1ccccc1CNC1CCN(Cc2ccccc2)CC1 | i | i | i | i | i | i | i | i | i | i | i
CCCCOC(=O)c1ccc(NC(=O)C(=O)NCc2ccncc2)cc1 | i | i | i | i | i | i | i | i | i | i | i
Cc1nc2ccccc2nc1N1CCOCC1 | i | i | i | i | i | i | i | i | i | i | i
O=C(CCl)N1N=C(c2ccco2)CC1c1ccco1 (configuration not stated) | i | i | i | i | i | i | i | i | i | i | i
Cc1ccc(C(=O)Sc2cccccc2=O)cc1 | i | i | i | i | i | i | i | i | i | 49* | i
CC1CC(C)CN(C(=O)c2ccncc2)C1 (configuration not stated) | i | i | i | i | i | i | i | i | i | i | i

Following part
SMILES | TRPC4 inh | TRPC6 inhibitor | MrgX1 antag | RGS4 inh | TRPC6 act | TMEM16A inh | TRPC4 PAM | ANO1 activ | MrgX1 allo act | MrgX1 ag | TRPC4 act
Cc1cc(C)cc(-n2ncc3c2CCCC3NC(=O)CCN2Cc3ccccc3C2=O)c1 (configuration not stated) | i | i | i | i | i | i | i | i | i | i | i
COC(=O)Nc1ccc(S(=O)(=O)Nc2cc(OC)nc(OC)n2)cc1 | i | i | i | i | i | i | i | i | i | i | i
Cc1cc2nc(C3CCN(Cc4nnnn4Cc4cccs4)CC3)[nH]c2cc1C | i | i | i | i | i | i | i | i | i | i | i
Cc1cc(C)c(/C=N/NC(=O)c2nnn(-c3nonc3N)c2CN2CCC(C)CC2)c(C)c1 | i | i | i | i | i | i | i | i | i | i | i
O=c1c2ccccc2nc2c3ccccc3c(NCc3cccnc3)nn12 | i | i | i | i | i | i | i | i | i | i | i
COc1ccc(N(CC(=O)Nc2cc(C)ccc2C)S(=O)(=O)c2ccccc2[N+](=O)[O-])c(OC)c1 | i | i | i | i | i | i | i | i | i | i | i
N#CCC(=O)N/N=C/c1ccc(N2N=C(c3ccccc3)CC2c2ccccc2)cc1 (configuration not stated) | i | i | i | i | i | i | i | i | i | i | i
COc1ccc(N2C(=O)CSC23C(=O)N(CC(=O)NC2CCCC2)c2ccccc23)cc1 (configuration not stated) | i | i | i | i | i | i | i | i | i | i | i

Bioassay records as filed in PubChem BioAssay.
